High-throughput results (PubChem)
Mot1-301 SUMO: blocks SUMOylation pathway, rescuing yeast Mot1-301 growth; S. cerevisiae Mot1-301 growth rescue, ATP luminescence, 38.5C; percent above DMSO median, 100 means doubled; growth rescue, % at 18.8 µM; 320,000 tested, 1% active;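 active means every valid replicate shows activation above 250% relative to neutral control wells; inactive means the rest, any valid replicate at or below 250%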;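 further: OY570 slx delta 5 strain wells were the positive control but not used for scaling; some compounds called inactive have numbers as strong as hits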
Arrestin-AP2 inh: inhibitors of human beta-arrestin and AP2 interaction; FITC-arrestin peptide / GST-AP2 beads, flow cytometry; AP2 beta2 appendage carries R879A mutation; 340,000 tested, 0.31% active; inhibition, % at 10 µM;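 active means inhibition above a set limit, near 3 SD of compounds lacking own fluorescence, cut at about 54% in these data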;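 further: plate controls were DMSO wells for no effect and 5 µM unlabelled arrestin peptide for full effect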
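System: GST-AP2 R879A glutathione beads | Also added: FITC-arrestin peptide, 50 nM | Times: 12 min plus 1 h, RT | Signal: Bead flow cytometry, FITC channel | Buffer or medium: PBS with 0.05% Tween 20 and 0.1% BSA | Read-out basis: Percent drop in bead-associated FITC signal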
PKA-R2B act: activates the human PKA-R2B holoenzyme complex. P22694+P31323. PKA-R2B holoenzyme dissociation, Cy5-IP20 fluorescence polarization; R2B truncated from residue 108, S112A mutant; 0% DMSO only, 100% 113 µM cGMP. activation, % at 11.4 µM. 340,000 tested, 0.079% active;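 active means activation above a cutoff set at the mean over all compounds plus 3 SD, cut at about 18% in these data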;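 further: higher means more holoenzyme dissociation and a rise in polarization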
Target sequence (P31323 whole entry, looked up, other chains not shown, the tested form may be a part): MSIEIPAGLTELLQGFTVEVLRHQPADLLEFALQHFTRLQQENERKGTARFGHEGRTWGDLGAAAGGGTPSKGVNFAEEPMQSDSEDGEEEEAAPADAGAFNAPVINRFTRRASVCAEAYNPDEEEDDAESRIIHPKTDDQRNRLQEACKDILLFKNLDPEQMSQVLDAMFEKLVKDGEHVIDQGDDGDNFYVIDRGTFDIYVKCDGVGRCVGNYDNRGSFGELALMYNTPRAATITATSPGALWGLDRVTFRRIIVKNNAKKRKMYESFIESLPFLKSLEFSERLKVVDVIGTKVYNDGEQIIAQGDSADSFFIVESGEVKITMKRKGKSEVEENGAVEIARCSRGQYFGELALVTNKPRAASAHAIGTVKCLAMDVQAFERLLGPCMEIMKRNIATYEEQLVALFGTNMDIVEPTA
SR-BI HDL uptake: blocks mouse SR-BI lipid uptake from DiI-HDL. AID 488896. Q61009. inhibition, % at 12.5 µM. ldlA[mSR-BI] CHO cells, DiI-HDL uptake fluorescence, 3 h. 320,000 tested, 0.96% active;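 active means mean replicate inhibition of at least 70% and a set share of replicates each scoring 70 or more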;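 further: 0% = median of neutral control wells and 100% = median of positive control wells; values of inactives mirror those of a sister screen read the other way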
Target sequence (Q61009 whole entry, looked up): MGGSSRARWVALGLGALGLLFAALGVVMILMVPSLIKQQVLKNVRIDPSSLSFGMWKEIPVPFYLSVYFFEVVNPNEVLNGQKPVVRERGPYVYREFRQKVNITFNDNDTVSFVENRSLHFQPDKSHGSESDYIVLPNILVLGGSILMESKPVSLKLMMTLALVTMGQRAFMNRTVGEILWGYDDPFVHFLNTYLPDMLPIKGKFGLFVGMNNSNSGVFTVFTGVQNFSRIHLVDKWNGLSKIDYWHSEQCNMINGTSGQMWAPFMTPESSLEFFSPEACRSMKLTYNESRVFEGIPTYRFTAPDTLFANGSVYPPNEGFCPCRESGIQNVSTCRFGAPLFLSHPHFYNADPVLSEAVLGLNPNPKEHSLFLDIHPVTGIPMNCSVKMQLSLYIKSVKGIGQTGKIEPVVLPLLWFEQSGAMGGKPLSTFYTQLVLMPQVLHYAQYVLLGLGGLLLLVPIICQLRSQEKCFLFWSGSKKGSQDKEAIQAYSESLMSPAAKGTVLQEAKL
MITF TRPM1 HTS: MITF TRPM1 promoter activation in melanoma cells | SK-MEL-5 TRPM1-promoter luciferase, 24 h; % of positive control, neutral wells = 0 | activation, % at 12.5 µM | 300,000 tested, 0.75% active;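 active means mean activation of at least 80% with every replicate also reaching 80%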;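 further: 0% = neutral control wells and 100% = parthenolide positive control wells; values of inactives mirror those of a sister screen read the other way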
PKA-R1A act: activators of PKA-R1A complex; PKA-R1A dissociation, Cy5-IP20 fluorescence polarization; scaled: DMSO 0%, 113 µM cGMP 100%; activation, % at 11.4 µM; 340,000 tested, 0.083% active; AID 504707;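 active means percent activation above the mean of all tested compounds plus 3 SD, cut at about 19% in these data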;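 further: higher means more PKAc released from R1A so a rise in polarization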
SR-BI DiI-HDL act: SR-BI HDL lipid transfer activation; CHO ldlA[mSR-BI] cells, DiI-HDL uptake fluorescence, 3 h; 100 = double the neutral-control signal; activation, % at 12.5 µM; 320,000 tested, 0.096% active;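 active means mean replicate activation of at least 60% and every replicate at or above 60%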;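 further: 0% = median plate neutral-control signal and 100% = twice that signal; values of inactives mirror those of a sister screen read the other way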
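system = CHO ldlA[mSR-BI] cells, LDL receptor-null, SR-BI overexpressing | medium = Ham's F12 with 0.5% BSA, HEPES 25 mM, pH 7.4 | probe or stimulus = DiI-HDL 10 µg/mL | compound dosing = single-point compound dose | incubation = compound exposure 3 h, 37 °C | technique = DiI fluorescence, bottom read | read-out = cell-associated DiI fluorescence as measure of HDL uptake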
dFosB activator: enhances mouse delta FosB homodimer DNA binding; 340,000 tested, 0.99% active; purified delta FosB, TAMRA-CDK5 oligo fluorescence polarization; percent of positive-control signal above neutral wells; P13346; activation, % at 25 µM; AID 493131;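 active means mean activation above about 17%, with every replicate also reaching it, limit read from the data, passing the limit was not always enough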;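 further: fluorescence polarization rise as delta FosB binds a TAMRA Cdk5 AP-1 oligo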
Pemphigus Ab inh: blocks pemphigus antibody binding to human desmoglein-3. AID 588358. 310,000 tested, 0.48% active. binding (percent of control), % at 10 µM. DSG3-coupled beads, scFv-anti-DSG3-GFP binding, flow cytometry; stronger effect = lower value;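 active means binding more than 3 SD below its plate's average and above zero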;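 further: hits lower antibody fragment binding to DSG3; some compounds called inactive have numbers as strong as hits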
CDK5 p35 inh: CDK5/p35 (human) kinase inhibition. Q00535+Q15078. Recombinant CDK5/p35, ADP-Glo luminescence, 60 min. inhibition, % at 10 µM. 330,000 tested, 0.01% active. AID 488839;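 active means highest replicate inhibition of at least 50% and at least 75% of replicates reaching 50%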;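 further: plate controls were DMSO neutral control for no effect and GW8510 at 10 µM for full effect; many of its hits are not listed in these tables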
NSD2 HMT inh: blocks human histone methyltransferase NSD2; O96028; NSD2 peptide methylation, AlphaScreen, 120 min; inhibition, % at 12.5 µM; 310,000 tested, 0.54% active; in the data active means inhibition above about 50%
* hit, by the source's call; nt = no result given; + = active, no number.

SMILES	Mot1-301 SUMO	Arrestin-AP2 inh	PKA-R2B act	SR-BI HDL uptake	MITF TRPM1 HTS	PKA-R1A act	SR-BI DiI-HDL act	dFosB activator	Pemphigus Ab inh	CDK5 p35 inh	NSD2 HMT inh
CCc1nn(-c2cc(Cl)ccc2OC)c2c1C(=O)CCC2	-14	5	-9	10	-11	-9	-10	-7	102	0.2	1
CCN(C(=O)CSc1nnc2ccccn12)C1CCS(=O)(=O)C1 (stereo not drawn)	0	8	2	-27	8	-9	27	-1	104	0.5	-2
Cc1cccn2c(=O)c3cc(C(=O)NC4CCCC4)c(=N)n(CC4CCCO4)c3nc12 (stereo not drawn)	4	-1	6	nt	4	8	nt	0	103	0.5	0
CC(C)CC(=O)c1c[nH]c(C(=O)NCCCn2ccnc2)c1	-5	-1	-5	-22	-7	10	22	-2	99	1.5	0
CCc1c(C(=O)OCc2ccccc2)[nH]c(C)c1C	-1	10	-4	26	59	-11	-26	-5	107	0.7	2
CC(=O)N=C(N)Sc1nc2ccccc2[nH]1	24	-1	2	11	nt	-5	-11	-2	102	2.4	1
CCn1nc(NS(=O)(=O)c2ccc(NC(C)=O)cc2)c2cc3ccc(C)cc3nc21	43	32	-2	-8	-10	-1	8	-15	94	-0.3	nt
COc1ccc(C2/C=C\CN(C(=O)c3ccc(C)cc3)CC(=O)N2Cc2ccc(F)cc2)cc1 (stereo not drawn)	12	6	-6	-14	-3	4	14	5	100	0.8	nt
c1ccc(-c2nnc3ccc(N4CCC5(CC4)OCCO5)nn23)cc1	2	31	5	-32	12	-6	32	-23	105	-1.0	1
Cc1ccc(NC(=O)CSCC(=O)N(C)CC(=O)Nc2cccc3ccccc23)cc1	230	-4	-3	0	1	6	0	-4	101	-0.8	0
O=C(NNC(=O)c1sccc1-n1cccc1)Nc1ccccc1	15	28	6	nt	-11	0	nt	-2	97	-3.4	1
O=C(/C=C/c1ccccc1)NCC(=O)N/N=C/c1ccco1	-3	19	10	-4	-7	5	4	-3	98	-0.4	0
CC1(C)Cc2c(cnn2-c2cccc(F)c2)C(NC(=O)CN2CCCC2=O)C1 (stereo not drawn)	0	43	2	-12	19	1	12	-9	nt	0.9	-1
CN(CC(=O)Nc1c(Cl)cccc1Cl)C(=O)Cc1ccc2c(c1)CCC2	-3	-1	-6	-13	-7	0	13	-5	97	1.6	2
CC1CCN(S(=O)(=O)c2ccc3c(c2)N(CC(=O)NCCCOC(C)C)C(=O)CO3)CC1	-14	-13	-3	-38	15	-5	38	-6	94	-2.3	-3
Cc1noc(C)c1CSc1cc(C)c2ccccc2n1	54	-1	-1	-3	-1	-11	3	-6	102	1.4	-2
CCC(=C(c1ccc(OC)cc1)c1ccc(OC)cc1)c1cn(CC(O)CN2CCN(C)CC2)c2ccccc12 (stereo not drawn)	-75	11	8	nt	-86	-2	nt	-27	119	0.2	16
O=C(O)CCCCn1c(SCC(=O)Nc2ccccc2C(F)(F)F)nc2ccsc2c1=O	13	4	0	-31	0	0	31	4	103	0.6	-3
CCOC(=O)c1nnn(-c2nonc2N)c1-c1ccccc1	191	-2	6	-11	-6	-9	11	0	99	0.1	7
CCNC(=O)/C(=C\c1ccccc1)NC(=O)/C=C/c1ccccc1	4	-17	-3	-12	14	-9	12	-1	95	0.6	-3

The last two entries of the part before open the next one:
SMILES	Mot1-301 SUMO	Arrestin-AP2 inh	PKA-R2B act	SR-BI HDL uptake	MITF TRPM1 HTS	PKA-R1A act	SR-BI DiI-HDL act	dFosB activator	Pemphigus Ab inh	CDK5 p35 inh	NSD2 HMT inh
CCOC(=O)c1nnn(-c2nonc2N)c1-c1ccccc1	191	-2	6	-11	-6	-9	11	0	99	0.1	7
CCNC(=O)/C(=C\c1ccccc1)NC(=O)/C=C/c1ccccc1	4	-17	-3	-12	14	-9	12	-1	95	0.6	-3
COc1ccc(C2C(C(=O)c3ccco3)=C(O)C(=O)N2CC2CCCO2)cc1 (stereo not drawn)	8	-25	-10	0	-10	-9	36	2	120	0.1	-4
CN(C)CCNc1oc(COc2ccc(Cl)cc2Cl)nc1C#N	-3	-1	8	-18	2	13	18	14	103	-0.6	3
C=CCn1c(=O)c(C(=O)NCCc2ccccc2)c(O)c2ccccc21	-10	-5	-1	0	10	0	0	-14	128	-2.2	-4
CCOC(=O)C1=C(N)OC2=C(C(=O)CCC2)C1c1cccnc1 (stereo not drawn)	9	23	1	-23	nt	-3	23	4	100	-0.1	-1
CCCN(c1ccc(C(C)C)cc1)S(=O)(=O)c1c(C)noc1C	-22	-1	-1	29	3	-4	-29	-1	97	-0.3	-3
CC(=O)Nc1ccc(Oc2cc(C#N)c(C#N)cc2N2CCOCC2)cc1	-4	-9	1	1	2	0	-1	2	107	0.4	-3
Cc1[nH]c(=O)c(C#N)c(C)c1CCC(=O)Nc1cc(S(C)(=O)=O)ccc1Cl	12	-10	-15	-17	4	-12	17	-2	nt	-8.2	-2
Cc1cccc(NS(=O)(=O)c2ccc3c(c2)Cc2cc(S(=O)(=O)Nc4cccc(C)c4C)ccc2-3)c1C	7	-1	7	21	-11	-1	-21	24*	122	0.3	-1
CCc1ccc(NC(=O)COc2ccc(/C=C(/C#N)c3nc4ccccc4[nH]3)cc2OC)cc1	-3	14	-7	42	2	-13	-42	-2	101	-1.1	-2
CCOC(=O)c1c(NC(=O)CSc2nncs2)sc(C)c1-c1ccccc1	-9	-1	-14	26	-3	-7	-26	-8	nt	0.1	1
O=S(=O)(c1ccc(Cl)cc1)N1CCCC1c1nc(-c2ccc(Cl)cc2)no1 (stereo not drawn)	-10	-1	2	8	nt	5	-8	-14	nt	-1.0	0
O=C(CCCc1nc(-c2ccccc2)no1)Nc1cccnc1	42	-3	7	-33	9	-1	33	-7	100	2.2	nt
CCN(CC)S(=O)(=O)c1cc(NC(=O)CSc2nnc(-c3cccs3)o2)ccc1C	-8	12	-3	4	-2	-3	-4	-8	99	0.1	-4
CCCCc1ccc(N=N/C(C(=O)Nc2ccc(NC(C)=O)cc2OC)=C(/C)O)cc1	5	18	5	78*	13	5	-78	-2	103	1.7	7
O=C(C[C@@H]1C/C=C/CCCC(=O)O[C@H](c2ccccc2)CNC1=O)N[C@H](CO)Cc1ccccc1	-9	13	-4	2	17	-6	-2	4	97	1.4	nt
COc1ccc(OC)c(NS(=O)(=O)c2ccc3c(c2)CCC(=O)N3)c1	5	4	-10	-12	-6	-11	12	-3	105	-3.2	nt
CCc1cc(=O)[nH]c(SCc2cccnc2)n1	-13	-21	7	-25	-1	-5	25	0	97	0.7	0
COc1ccc(-n2c(Cc3cccn3C)nnc2SCC(=O)N2CCC(C)CC2)cc1	13	9	1	-1	-3	-3	1	-2	110	-0.6	nt
CC(C)(C)c1ccccc1OCCCCCn1ccnc1	-18	-16	-10	25	-11	-4	-25	-9	105	-3.2	nt
CCc1ccc(-c2cc(C(F)(F)F)n3nc(C(=O)Nc4cnn(Cc5ccccc5C)c4)cc3n2)s1	8	-8	1	68	-14	-4	-68	-12	101	1.2	-1
CCCn1c(CN2CCN(C(C)=O)CC2)nc2cc(S(=O)(=O)N(C)C)ccc21	-7	10	-9	nt	11	-5	nt	-6	nt	0.6	-3
CC(=O)Nc1ccc(NC(=O)c2c(-c3ccccc3)noc2C)cn1	163	-2	-8	-11	6	1	11	-5	96	-4.9	nt
COc1ccc(OCCNC(=O)c2ccccc2OCC(=O)Nc2ccc(NC(C)=O)cc2)cc1	-22	14	-7	12	25	-7	-12	6	114	-1.6	-1
O=C1CCSc2c1ccc1ccccc21	nt	30	-3	12	5	-6	-12	1	93	0.4	5
NC(=O)c1cc(S(=O)(=O)Nc2ccccc2)cs1	-3	-1	-11	-19	-13	-16	19	4	110	3.0	20
NC(=O)C1(Nc2ccccc2Cl)CCCC1	nt	20	3	-5	17	-3	5	6	94	-1.0	-1
CCOC(=O)Cn1c2c(c(=N)c3c1CCC3)CCCC2	-2	11	10	3	-2	4	-3	-6	92	-0.8	-2
O=C(NCCN1C(=O)S/C(=C/c2cccnc2)C1=O)C1=NN(c2ccccc2)C(=O)CC1	-10	-2	0	-20	-17	-7	20	-11	nt	0.8	-4
CCC1CCCCN1C(=O)c1cc2c(=O)n3cccc(C)c3nc2s1 (stereo not drawn)	1	28	13	nt	11	8	nt	-10	95	1.0	nt
CCN(CC)C(=O)CN(c1cc2c(cc1OC)oc1ccccc12)S(=O)(=O)c1ccccc1	6	-3	-5	13	1	-16	-13	-1	103	-0.5	-2
CCCCC(O)(C(NC=O)C(=O)OC)C(F)(F)F (stereo not drawn)	161	4	3	-15	-7	3	15	6	96	-1.9	4
Oc1ccc(/C=C/c2ccc3ccccc3n2)cc1	-58	1	0	24	-70	-18	-24	-4	103	0.8	-3
CN(CCc1ccccn1)Cc1ccc(Cl)cc1Cl	-14	10	7	-21	20	-1	21	-4	100	-2.4	25
CCCN(CCC)S(=O)(=O)c1ccc(C(=O)Nc2nc3c(s2)CCc2ccccc2-3)cc1	-3	30	4	50	1	-7	-50	-1	99	0.2	-1
COc1ccc(N(CC(=O)NCCSc2ccccn2)S(=O)(=O)c2ccccc2)cc1Cl	-4	0	3	12	-13	4	-12	-6	107	-2.1	0
Cc1ccc(CNC(=O)C2CCN(c3nn4c(=O)cc(C)nc4s3)CC2)cc1	10	27	-4	-1	5	-2	1	-9	100	nt	-4
CCCOc1ccc(C(CC(=O)O)NS(=O)(=O)c2ccc(NC(C)=O)cc2)cc1 (stereo not drawn)	-22	0	-15	-27	-6	12	27	2	nt	0.9	3
COc1ccc(NC(=O)C2CCN(c3cc(C)nc(-c4ccccc4)n3)CC2)cc1	+	0	-15	47	-12	-5	-47	2	100	-0.1	-1
O=C(/C=C/c1ccccc1)NCCSc1ccc(Cl)cc1	10	-2	0	-9	-6	-9	9	1	110	3.2	-1
COc1cccc(-c2csc(N3CCN(C(=S)Nc4ccc(Cl)cc4)CC3)n2)c1	-6	27	-12	41	18	-15	-41	-4	106	-0.3	1
Cc1nc(N2CCN(c3ccccn3)CC2)c2c(C)c(C(=O)Nc3c(C)cc(Br)cc3C)sc2n1	-3	-6	0	40	-14	-6	-40	-9	nt	-1.4	-8
